# HT1080 IDH1KD tx: kills HT-1080 cells with IDH1 knockdown | HT-1080 IDH1 knockdown viability, ATP luminescence, 48 h | Potency, µM (top dose mostly 46.1 µM), for inactives: top-dose activity, negative = toxicity, actives largely listed as cytotoxic | hit rate 2% among 360,000 | AID 686971;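 further: 0% = DMSO wells and -100% = cell-free medium wells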
#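 Luminescent ATP read-out (CellTiter-Glo, 10 min at room temperature) after 48 h compound exposure at 37 °C gave viability of IDH1-knockdown HT-1080 cells. Activity was normalised to DMSO and cell-free wells, then fitted as concentration-response curves.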
# GLP1R cytotox: cytotoxicity counter-screen for GLP-1 receptor inverse agonists. HEK293 cAMP-luciferase reporter cells, luminescence, 24 h. hit rate 0.13% among 410,000. Potency, µM (top dose mostly 38.3 µM), for the others: at the top dose activity change, negative = inhibition, actives largely listed as inhibitors;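 further: loss of luciferase light is scored as toxicity; on the % scale 0 is the no-effect control and ±100 the full control effect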
#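 Here, cytotoxicity is scored as loss of luminescence. The MLSMR collection was tested on cells seeded in medium containing 10% Nu serum, with a 24 hr compound exposure preceded by 12 hours of culture.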
# HT1080-NT tox: kills 2HG-producing HT-1080-NT fibrosarcoma cells; HT-1080-NT fibrosarcoma viability, CellTiter-Glo ATP luminescence, 48 h; Potency, µM (titrated, usually from 46.1 µM), for the others: at the highest dose activity, negative = less viability, actives largely listed as cytotoxic; hit rate 1.6% among 360,000;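 further: NT is the 2HG producing partner of a matched IDH1 knockdown line; 0% = DMSO-treated cells and -100% = media-only wells without cells; nearly all actives have a fitted effect of over 55% in size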
#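 Viability by CellTiter-Glo luminescence after 48 h compound exposure at 37C of HT-1080-NT cells (750/well, RPMI, 5% FBS). % activity scaled between DMSO wells and medium-only wells, then curve-fitted and categorized by curve class.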
# SW480 rerep: inducers of DNA re-replication in SW480 colon cancer cells; Potency, µM (series often up to 46.1 µM), without a hit: at the top dose re-replication activation, hits mostly activators; AID 624297; SW480 DNA re-replication, Hoechst DNA content imaging, 48 h; hit rate 1.8% among 340,000; further: % of control where 0% means no effect; nearly all actives have a fitted effect of over 55% in size
#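 Treated cells incubate 48 hr (37 C, 5% CO2), are stained 40 min with Hoechst, and nuclear fluorescence is enumerated; a rise in nuclei with high DNA signal marks re-replication.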
# GLP1R inv ag: inverse agonists of human GLP-1 receptor. P43220. HEK293 GLP-1R CRE-luciferase, luminescence, 24 h; GLP-1R form is constitutively active. Potency, µM (top dose mostly 38.3 µM), for the others: top-dose activity change, negative = inhibition, actives largely listed as inhibitors. hit rate 1.6% among 410,000; further: on the % scale 0 is the no-effect control and ±100 the full control effect; nearly all actives have a fitted effect of over 55% in size
# Target sequence (P43220 whole entry, looked up): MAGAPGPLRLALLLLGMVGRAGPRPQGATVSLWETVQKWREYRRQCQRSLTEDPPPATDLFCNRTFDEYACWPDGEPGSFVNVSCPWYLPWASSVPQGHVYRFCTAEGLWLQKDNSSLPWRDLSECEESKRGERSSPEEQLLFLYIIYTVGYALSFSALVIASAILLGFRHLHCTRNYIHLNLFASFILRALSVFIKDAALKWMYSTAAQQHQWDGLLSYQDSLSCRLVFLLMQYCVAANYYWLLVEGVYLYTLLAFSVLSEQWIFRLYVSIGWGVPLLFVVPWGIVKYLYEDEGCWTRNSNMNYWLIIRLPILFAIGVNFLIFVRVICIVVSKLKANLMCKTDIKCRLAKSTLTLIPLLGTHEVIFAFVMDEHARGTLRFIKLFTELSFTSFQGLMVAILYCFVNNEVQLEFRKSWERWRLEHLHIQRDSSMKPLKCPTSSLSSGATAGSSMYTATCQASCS
#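 Stable HEK293 clone (constitutively active GLP-1R + cAMP-response luciferase); 200 cells/uL plated, 12 h pre-culture, compound 24 hr, 37 deg C/5% CO2; detection reagent 12 min RT; luminescence.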
# GLP-1R agonist: GLP-1 receptor (human) agonism | HEK293 GLP-1R CRE-luciferase, luminescence, 4-6 h; cells express a hypersensitive GLP-1R form | Potency, µM (series often up to 45.6 µM), for inactives: top-dose activation, hits mostly activators | hit rate 0.007% among 380,000; further: % of control where 0% means no effect
# TDP-43 yeast inh: TDP-43 toxicity inhibition in yeast. TDP-43 expressing yeast growth rescue, BacTiter-Glo, 24 h. hit rate 1.8% among 410,000. AID 652104. Potency, µM (highest dose often 46.1 µM), for the others: at the top dose growth rescue (activation), most hits filed as activators; further: % of control where 0% means no effect; nearly all actives have a fitted effect of over 50% in size
#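 In this qHTS, compounds that restore growth of yeast expressing TDP-43 appear as activators. Cells (OD600=0.02, galactose medium, raffinose-pregrown) are incubated with compound 24 hr at 30 deg C and growth is quantified by BacTiter-Glo.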
# KB-V1 cytotox: KB-V1 MDR subline cytotoxicity; KB-V1 MDR cells viability, CellTiter-Glo, 72 h; Potency, µM (titrated, usually from 46.1 µM), without a hit: top-dose activity change, negative = cytotoxicity, actives largely listed as cytotoxic; hit rate 3.4% among 400,000; further: on the % scale 0 is the no-effect control and ±100 the full control effect; nearly all actives have a fitted effect of over 60% in size
#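 Potencies derive from concentration-effect curves fitted to normalized luminescence (CellTiter-Glo) of KB-V1 cells treated for 72 h at 37 degrees C in phenol-red-free DMEM containing 10% FBS.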
# KB-3-1 tox: KB-3-1 parental cell cytotoxicity. KB-3-1 viability, CellTiter-Glo ATP luminescence, 72 h. Potency, µM (top dose mostly 46.1 µM), inactives show top-dose activity change, negative = cytotoxic, hits mostly cytotoxic. hit rate 1.4% among 400,000; further: on the % scale 0 is the no-effect control and ±100 the full control effect; nearly all actives have a fitted effect of over 60% in size
#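 Parental KB-3-1 adenocarcinoma cells in phenol-red-free DMEM with 10% FBS were pin-treated with compounds at several concentrations, incubated 72 h at 37 °C, and viability read by CellTiter-Glo luminescence; concentration-effect curves were fitted after normalization.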
# * hit, by the source's call; ? = inconclusive; . = no result given; [ ] = another dose, or the depositor's remark. The call rests on the fitted dose curve; in most records, active means well fitted curve in the direction sought with a large enough effect; inconclusive means small, poorly fitted or top-dose-only effect, or another doubt; inactive means no such curve, though single readings can be large; an effect the other way counts as inactive or inconclusive. Potency means the concentration at half of the fitted maximal effect.
entry	SMILES	HT1080 IDH1KD tx	GLP1R cytotox	HT1080-NT tox	SW480 rerep	GLP1R inv ag
1	Cc1ccc(NS(=O)(=O)c2cccc(C(=O)NCC3CCCO3)c2)cc1 (stereo not given)	-5%	4%	-5%	0%	-17%
2	COc1ccc(NC(=O)N(Cc2ccc(C)cc2)Cc2cccnc2)c(OC)c1	7%	-3%	-9%	1%	13%
3	Cc1onc(NC(=O)CSCC(=O)O)c1Br	14%	-4%	3%	-5%	16%
4	CC(C)[C@H](NC(=O)N1CC(=O)Nc2ccccc21)C(=O)N[C@H](C(=O)O)c1ccccc1	-2%	-3%	-1%	-25%	2%
5	Cc1cc(S(=O)(=O)N2CCCCC2)ccc1OCC(=O)Nc1ccccc1	-14%	11%	-25%	16%	-23%
6	COc1cc(/C=C2/SC(=S)N(CC(=O)Nc3cccnc3)C2=O)cc(OC)c1OC	7%	-11%	2%	0%	2%
7	CCc1ccc(CN(Cc2cn[nH]c2-c2ccc(OC)cc2)C(=O)Nc2ccc(Br)cc2)cc1	.	-19%	.	.	?
8	COc1ccc(NC(=O)C2CCCN2C(=O)NCc2ccccc2)cc1OC (stereo not given)	12%	-1%	21%	0%	10%
9	CCOC(=O)c1c(NC(=O)CSc2nnnn2-c2ccc3c(c2)OCCO3)sc(C)c1C	20%	-17%	0%	30%	42%
10	O=C(COC(=O)Cn1cc(C(F)(F)F)ccc1=O)Nc1ccccc1	5%	1%	0%	-17%	17%

entry	GLP-1R agonist	TDP-43 yeast inh	KB-V1 cytotox	KB-3-1 tox
1	4%	-1%	?	-5%
2	0%	7%	-15%	-10%
3	-1%	-10%	30%	13%
4	-5%	-24%	-17%	-2%
5	5%	11%	.	.
6	0%	-18%	0%	17%
7	.	15%	4%	-4%
8	-6%	17%	5%	5%
9	0%	-14%	?	-4%
10	-2%	-10%	19%	2%

# The listing continues.
entry	SMILES	HT1080 IDH1KD tx	GLP1R cytotox	HT1080-NT tox	SW480 rerep	GLP1R inv ag
11	CCCCn1c(O)c(/C=C/C=C/C=Nc2ccccc2)sc1=S	-8%	?	-10%	2%	?
12	COc1cccc(N2CCN(C(=O)C3CCC(CNS(=O)(=O)c4ccc(Br)s4)CC3)CC2)c1 (stereo not given)	.	-8%	.	.	-30%
13	COc1ccc(OC)c(CCNC(=O)c2cc3c(s2)-c2c(C)cccc2OC3)c1	.	0%	.	.	-8%
14	O=C(O)c1ccc(NN=CC2=C(N3CCOCC3)/C(=C/c3ccccc3)CC2)cc1	-15%	-14%	-22%	?	6%
15	CCc1ccccc1NC(=O)C1C(c2ccccc2)C1(Cl)Cl (stereo not given)	-13%	0%	-24%	-2%	?
16	C/C(=N\Nc1ccc(S(=O)(=O)Nc2ccc(Cl)cc2)cc1[N+](=O)[O-])c1ccc(N2CCOCC2)cc1	-4%	-2%	-1%	-3%	-5%
17	CCC(Cc1ccccc1)NC(=O)Cn1nc(C)n2c(cc3occc32)c1=O (stereo not given)	.	-9%	.	.	-8%
18	COc1ccc(CCNC(=O)C2CCN(c3nccc(C)n3)CC2)cc1	-3%	-5%	1%	-49%[inhibitor]	0%
19	COc1ccc(OCCOCC(O)CN2CCOCC2)cc1 (stereo not given)	9%	-9%	15%	-2%	-15%
20	Cc1cc(C)c2cc(C=O)c(Cl)nc2c1	-25%	-29%	?	?	0%

entry	GLP-1R agonist	TDP-43 yeast inh	KB-V1 cytotox	KB-3-1 tox
11	0%	-20%	-11%	0%
12	.	7%	?	-12%
13	.	-5%	0%	2%
14	-3%	-54%[inhibitor]	13%	1%
15	-9%	25%	-17%	-13%
16	-4%	-2%	-28%	5%
17	.	8%	1%	8%
18	-1%	-23%	-19%	-18%
19	-9%	9%	17%	9%
20	13%	?	?	?

# Continuation:
entry	SMILES	HT1080 IDH1KD tx	GLP1R cytotox	HT1080-NT tox	SW480 rerep	GLP1R inv ag
21	O=C1C(Cc2ccccc2)C(c2ccccc2)N1c1ccccc1 (stereo not given)	-6%	23%	-15%	11%	?
22	COc1ccc(C(=O)NCC(=O)NCC(=O)OCC(=O)c2ccc(C)cc2)cc1	-1%	-6%	0%	-9%	9%
23	Cc1cc(C(=O)CN2C(=O)C(=O)N(Cc3ccco3)C2=O)c(C)n1CCc1ccc(F)cc1	?	11%	?	?	?
24	COC(=O)C(C)n1cnc2c(cnn2-c2ccc(Cl)cc2)c1=O (stereo not given)	-1%	2%	7%	2%[9.22 µM]	2%
25	CCCCN([C@H](CO)C(C)C)S(=O)(=O)c1ccccc1Br	-3%	15%	-3%	-2%	?
26	Nc1nnc(CC(=O)N/N=C/c2ccc(-c3ccccc3Cl)o2)s1	11%	-2%	6%	-7%	4%
27	Cn1cnc(S(=O)(=O)Nc2ccccc2N2CCOCC2)c1	-1%	24%	16%	-11%	8%
28	O=C(NCCC1CCCCN1S(=O)(=O)c1ccccc1)C(=O)NCc1ccncc1 (stereo not given)	0%	-14%	-5%	-1%	-7%
29	COc1ccc(CNCc2ccccc2C(F)(F)F)cc1	0%	-4%	-20%	?	?
30	Cc1ccccc1CN1CCN(CC(=O)NC(C)c2ccccc2)CC1 (stereo not given)	21%	-2%	7%	6%	?

entry	GLP-1R agonist	TDP-43 yeast inh	KB-V1 cytotox	KB-3-1 tox
21	-1%	-17%	18µM*	21µM*
22	11%	2%	.	.
23	6%	5%	15µM*	18µM*
24	-3%	14%	?	-26%
25	1%	-3%	?	0%
26	8%	12%	?	20%
27	0%	0%	29%	-8%
28	0%	7%	-7%	0%
29	-5%	-24%	0%	0%
30	0%	-20%	?	11%

# Further compounds:
entry	SMILES	HT1080 IDH1KD tx	GLP1R cytotox	HT1080-NT tox	SW480 rerep	GLP1R inv ag
31	O=C(O)/C=C(/c1ccccc1)C(F)(F)F	0%	3%	-1%	-18%	5%
32	O=c1oc(-c2cccc([N+](=O)[O-])c2)nc2ccccc12	-7%	-5%	-20%	4%	9%
33	Cc1ccc(C2CC(=O)n3nc(-c4ccc(F)cc4)nc3S2)cc1 (stereo not given)	.	-5%	.	.	0%
34	O=C(CCc1nnc2ccc(N3CCCCC3)nn12)NCC1CCN(Cc2ccc(F)cc2)CC1	-4%	-2%	-6%	-8%	-16%
35	COc1cc(/C=N/Nc2ccccc2C(F)(F)F)ccc1O	2%	4%	3%	3%	?
36	COc1ccc(Br)cc1CN1CCN(C(=O)c2ccc(OC)c(OC)c2)CC1	-4%	-15%	-4%	-3%	38%[activator]
37	COC(=O)[C@@]1(Cc2ccc(OC)cc2)[C@@H]2C(=CC(=O)[C@H]2CC(=O)C(=O)N(C)C)CN1C(=O)c1ccccc1	?	-16%	?	?	?
38	Cc1ccc(N2C(=O)[C@@H]3CSC(c4ccc(Cl)cc4)N3C2=O)cc1 (stereo not given in full)	.	2%	.	.	-9%
39	O=c1[nH]nc(-c2ccc(F)cc2)cc1Cc1cccs1	-13%	7%	-13%	-7%	2%
40	S=C1N(c2ccccc2)C(c2ccc(Br)cc2)N2CCCN12 (stereo not given)	-15%	8%	1%	-2%	?

entry	GLP-1R agonist	TDP-43 yeast inh	KB-V1 cytotox	KB-3-1 tox
31	-3%	0%	?	4%
32	-2%	?	?	-3%
33	.	18%	8%	?
34	5%	-10%	13%	27%
35	11%	21%	0%	1%
36	-5%	-10%	19%	4%
37	-2%	1%	?	16µM*
38	0%	25µM*	0%	10%
39	16%	?	-6%	3%
40	-16%	13µM*	-13%	-10%

# Reprinted: nos. 29 to 40
entry	SMILES	HT1080 IDH1KD tx	GLP1R cytotox	HT1080-NT tox	SW480 rerep	GLP1R inv ag
29	COc1ccc(CNCc2ccccc2C(F)(F)F)cc1	0%	-4%	-20%	?	?
30	Cc1ccccc1CN1CCN(CC(=O)NC(C)c2ccccc2)CC1 (stereo not given)	21%	-2%	7%	6%	?
31	O=C(O)/C=C(/c1ccccc1)C(F)(F)F	0%	3%	-1%	-18%	5%
32	O=c1oc(-c2cccc([N+](=O)[O-])c2)nc2ccccc12	-7%	-5%	-20%	4%	9%
33	Cc1ccc(C2CC(=O)n3nc(-c4ccc(F)cc4)nc3S2)cc1 (stereo not given)	.	-5%	.	.	0%
34	O=C(CCc1nnc2ccc(N3CCCCC3)nn12)NCC1CCN(Cc2ccc(F)cc2)CC1	-4%	-2%	-6%	-8%	-16%
35	COc1cc(/C=N/Nc2ccccc2C(F)(F)F)ccc1O	2%	4%	3%	3%	?
36	COc1ccc(Br)cc1CN1CCN(C(=O)c2ccc(OC)c(OC)c2)CC1	-4%	-15%	-4%	-3%	38%[activator]
37	COC(=O)[C@@]1(Cc2ccc(OC)cc2)[C@@H]2C(=CC(=O)[C@H]2CC(=O)C(=O)N(C)C)CN1C(=O)c1ccccc1	?	-16%	?	?	?
38	Cc1ccc(N2C(=O)[C@@H]3CSC(c4ccc(Cl)cc4)N3C2=O)cc1 (stereo not given in full)	.	2%	.	.	-9%
39	O=c1[nH]nc(-c2ccc(F)cc2)cc1Cc1cccs1	-13%	7%	-13%	-7%	2%
40	S=C1N(c2ccccc2)C(c2ccc(Br)cc2)N2CCCN12 (stereo not given)	-15%	8%	1%	-2%	?

entry	GLP-1R agonist	TDP-43 yeast inh	KB-V1 cytotox	KB-3-1 tox
29	-5%	-24%	0%	0%
30	0%	-20%	?	11%
31	-3%	0%	?	4%
32	-2%	?	?	-3%
33	.	18%	8%	?
34	5%	-10%	13%	27%
35	11%	21%	0%	1%
36	-5%	-10%	19%	4%
37	-2%	1%	?	16µM*
38	0%	25µM*	0%	10%
39	16%	?	-6%	3%
40	-16%	13µM*	-13%	-10%

# From PubChem BioAssay

# Random draw from the library. About 9.4% of those tested had a hit in this group.
